Sm TGR inh: inhibitors of Schistosoma mansoni thioredoxin glutathione reductase; Potency, µM (doses to about 114 µM), inactives show at the highest dose activity change, negative = inhibition, most hits filed as inhibitors; purified TGR, DTNB reduction, TNB absorbance 405 nm; Q962Y6; 360,000 compounds, 3% hits; AID 485364; also: potency is read from the fitted curve at half-maximal effect; % is scaled to controls: 0 for no effect and ±100 for the full control effect; nearly all actives have a fitted effect of over 60% in size
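First, TGR (20 nM dispensed) and NADPH were mixed with compound. Second, a 15 min room-temperature incubation followed. Third, further NADPH and then DTNB were added to start the reaction. Finally, TNB absorbance was monitored kinetically.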
Giardia FBPA inh: inhibitors of Giardia lamblia fructose-1,6-bisphosphate aldolase. A8B2U2. purified Giardia FBPA. Potency, µM (doses to about 59.6 µM), inactives show at the top dose activity, negative = inhibition, actives largely listed as inhibitors. 290,000 compounds, 0.71% hits; also: potency is read from the fitted curve at half-maximal effect; % is scaled to controls: 0 for no effect and ±100 for the full control effect; nearly all actives have a fitted effect of over 55% in size
Target sequence (A8B2U2 whole entry, looked up): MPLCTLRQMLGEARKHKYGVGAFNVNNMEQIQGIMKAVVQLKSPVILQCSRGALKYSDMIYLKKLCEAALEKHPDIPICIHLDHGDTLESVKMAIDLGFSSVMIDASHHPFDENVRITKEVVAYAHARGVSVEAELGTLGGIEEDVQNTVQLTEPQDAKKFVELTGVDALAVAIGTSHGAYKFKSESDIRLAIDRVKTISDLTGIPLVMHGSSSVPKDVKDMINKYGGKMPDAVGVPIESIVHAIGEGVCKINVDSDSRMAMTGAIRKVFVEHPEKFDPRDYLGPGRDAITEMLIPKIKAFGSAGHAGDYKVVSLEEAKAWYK
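Giardia FBPA (40 nM reagent) was preincubated 10 min at RT with compound (up to 57.5 uM final), then substrate plus GAPDH/TPI/NAD/arsenate coupling system with diaphorase/resazurin was added; resorufin fluorescence (525/598 nm) was read after 20 min.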
Shiga inhibitor: inhibitors of Shiga toxin in Vero cells; Vero cells, Shiga toxin protein synthesis inhibition reporter; inhibition, % at 38.7 µM; 290,000 compounds, 9.2% hits; AID 2315; in the data active = inhibition mostly above about 28%, no sharp cut-off; inactive = mostly below about 43%; also: 0% is about no effect
CHX counter: counter-screen hit for Shiga toxin inhibitors, cycloheximide | cell reporter, cycloheximide protein synthesis inhibition counterscreen | max response, % | 300,000 compounds, 12% hits; in the data active = max response mostly above about 13%, no sharp cut-off; inactive = mostly below about 14%; also: read at 38.3 µM for the half of the compounds with a filed dose; 0% is about no effect
Pf growth 96h: inhibits malaria parasite growth, 96 h; P. falciparum luciferase reporter growth, 96 h; Potency, µM (doses to about 28.7 µM), without a hit: top-dose activity change, negative = inhibition, usual class: inhibitors; 320,000 compounds, 6.9% hits; also: potency is read from the fitted curve at half-maximal effect; % is scaled to controls: 0 for no effect and ±100 for the full control effect
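96 h incubation, 37 C, 5% CO2, of luciferase-reporter P. falciparum-infected RBCs (2% hematocrit, 0.05% parasitemia final) with test compounds; endpoint luminescence.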
Pf growth 48h: inhibits P. falciparum growth in the first generation, 48 h. P. falciparum luciferase growth in erythrocytes, 48 h. Potency, µM (series often up to 28.7 µM), for inactives: top-dose activity change, negative = inhibition, actives largely listed as inhibitors. 310,000 compounds, 5.9% hits; also: potency is read from the fitted curve at half-maximal effect; % is scaled to controls: 0 for no effect and ±100 for the full control effect
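Parasite viability was followed by luminescence of a genomically integrated firefly luciferase. Cultures held 0.1% parasitemia at 2% hematocrit (final), incubated under 5% CO2 at 37 C.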
Numbers without * were called inactive; i = inactive; ? = inconclusive; . = no result given; & = joins results of further samples; [ ] = another dose, or the depositor's remark. Unless noted, calls follow the shape of the dose curve; as a rule, active = well fitted curve in the direction sought with a large enough effect; inconclusive = small, poorly fitted or top-dose-only effect, or another doubt; inactive = no such curve, though single readings can be large; an effect the other way counts as inactive or inconclusive. Hits appear at their usual frequency; 24% or so of the library scored in one or more.

SMILES | Sm TGR inh | Giardia FBPA inh | Shiga inhibitor | CHX counter | Pf growth 96h | Pf growth 48h
Cc1cc2nc(NCCCO)n(CC(=O)c3cc(C(C)(C)C)c(O)c(C(C)(C)C)c3)c2cc1C | -15% | . | . | . | -3% | ?
CN(C)C(=O)Oc1ccc(-c2cn3cc(Cl)ccc3n2)cc1 | 0% | -18% | 55* | 50* | 251%[activator] | 170%[activator]
Cc1ccc(CNc2c(C=O)c(=O)[nH]c3ccccc23)cc1 | -19% | 0% | -19 | -3 | ? | 0%
CNC(=O)CN(c1cc(OCCOC)c(Cl)cc1Cl)S(=O)(=O)c1ccc(OC)cc1 | -1% | -1% | -16 | -6 | -36% | i
COc1cccc(C(=O)NCc2n[nH]c(=S)n2-c2cccc(C)c2)c1 | 1% | -9% | 12 | 0 | 45%[activator] | 30%
C=CCn1c(SC(C)C(=O)NCc2ccc3c(c2)OCO3)nnc1C1CCCCC1 (configuration not stated) | -13% | -7% | 13 | 3 | 3% | ?
CCN(CC)c1ccc([N+](=O)[O-])c2cccnc12 | -7% | -27% | -9 | 1 | -15% | 8%
CCOc1ccc2nc(SCC(=O)NC(=O)C(C)C)sc2c1 | -9% | -10% | 17 | 17 | ? | 35%[activator]
C[C@]12CCC3C(CC=C4C[C@@H](O)CC[C@@]43C)C1CCC2[C@]1(C)CCC(=O)O1 (some centres not stated) | 14% | 4% | -10 | -3 | -15% | 1%
CN(C(=O)COC(=O)c1ccc(Cl)nc1)C1CCS(=O)(=O)C1 (configuration not stated) | -1% | 7% | -20 | -1 | 14% | -4%
CCOc1ccccc1Nc1nc(N)nc(CN2CCCCC2C)n1 (configuration not stated) | 6% | -1% | 15 | 2 | -12% | 14%
CC(C)Sc1nnc(NC(=O)c2ccco2)s1 | 19% | -22% | 114* | 35* | 184%[activator] | 127%[activator]
CCCCN(CCCC)Cc1ccc(C(=O)NN)o1 | 2% | 1% | -7 | 7 | ? | 2%
Cc1ccc2nc(C)c(CN3CCN(c4ccc([N+](=O)[O-])cc4Cl)CC3)n2c1 | 1% | 6% | -5 | -1 | ? | ?
COc1ccc(CN2CCN(C(=O)c3cccnc3)CC2)cc1Br | 0% | ? | 6 | -1 | 28% | -3%
COc1ccc(C2=NOC(C(=O)O)C2)cc1 (configuration not stated) | -2% | 6% | 13 | -2 | 9% | .
COc1ccc2cc(Br)ccc2c1CC(=O)NC(C)(C)C | -2% | 2% | 18 | -2 | ? | 16%
Cc1onc(-c2c(F)cccc2Cl)c1C(=O)OCC(=O)NC(c1ccccc1)c1ccccc1 | 0% | -3% | -8 | 8 | . | 12µM*
COc1ccc(/C=N\NC(=O)c2ccc(-c3ccccc3)cc2)c(OC)c1OC | 6% | . | -5 | 1 | 0.83µM* | 9%
Cc1ccc(-c2nc(CN3CCN(c4cnccn4)CC3)c(C)o2)o1 | ? | -8% | -5 | 2 | 36%[activator] | -15%
Cc1ccc(S(=O)(=O)NCCCCCC(=O)Nc2c(C)n(C)n(-c3ccccc3)c2=O)cc1 | 6% | 3% | 16 | -1 | 4% | 1%
COc1ccc(C2(C(=O)NCCCN(C)C)CCOCC2)cc1 | -9% | 1% | -4 | -1 | -3% | 12%
O=C(NNC(=S)Nc1ccccc1C(F)(F)F)C1CC1 | 20% | -4% | 13 | 2 | 23% | -1%
COc1ccc(/C=N/N(C(C)=O)c2nc(-c3ccc(C)cc3)cs2)cc1 | 12% | 11% | 22 | -1 | ? | ?
CCCCN(C)S(=O)(=O)c1ccc(C(=O)Nc2nnc(C3=COCCO3)o2)cc1 | 11% | 18µM* | -17 | -3 | -16% | -19%
Going on with the list.
SMILES | Sm TGR inh | Giardia FBPA inh | Shiga inhibitor | CHX counter | Pf growth 96h | Pf growth 48h
CCCNC(=O)C1CCN(S(=O)(=O)c2ccc3c(c2)OCCO3)CC1 | -3% | . | . | . | -17% | ?
CC1=Nc2cc(C(=O)N3CCC4(CC3)OCCO4)ccc2Sc2ccc(Cl)cc21 | -8% | 2% | 28 | 14 | ? | ?
Cn1c(CNC(=O)c2cccs2)nnc1SCC(=O)Nc1ccccc1 | 0% | 0% | -3 | -2 | ? | -4%
COCCCNCC(O)COc1cccc2[nH]c(C)cc12 (configuration not stated) | -16% | 0% | -7 | -1 | 38%[activator] | -11%
COc1ccc(CC(=O)n2[nH]c(=O)c3ccccc3c2=O)cc1OC | 5% | 2% | 14 | -2 | -4% | -2%
CC(=O)Nc1ccc(C(=O)COC(=O)C2CC3CCCC(C2)C3=O)cc1 (configuration not stated) | ? | . | . | . | 42%[activator] | 36%[activator]
COc1ccccc1NC(=O)c1cnc(SCC(=O)NCCc2ccccc2)n(C)c1=O | 0% | . | . | . | -3% | -18%
CN1CCN(C(=O)CCc2ccc(S(=O)(=O)NC3CCCCC3)cc2)CC1 | -5% | 1% | -4 | -2 | 22% | 17%
COc1ccc(Cl)cc1C(=O)Nc1cccnc1Cl | -12% | -3% | 8 | -3 | ? | 37%[activator]
O=C1CC(c2nc3ccccc3[nH]2)CN1c1cccc(C(F)(F)F)c1 (configuration not stated) | -7% | 3% | -12 | -3 | ? | 2%
COCCn1c(C)cc(C(=O)COc2nc3ccccc3nc2C)c1C | -1% | 0% | 1 | 1 | ? | -15%
Nc1ccccc1S(=O)(=O)Nc1cccc2cccnc12 | . | 14µM* | -7&-5 | 11&11 | . | .
CC1(C)CC(C)(O)P(=O)(c2ccccc2)O1 (configuration not stated) | -4% | 11% | 9 | 0 | 0% | 1%
FC(F)(F)c1ccc(N2CCN(c3ncnc4c3nnn4Cc3ccccc3)CC2)nc1 | 3% | 5% | -6 | -4 | ? | 6%
Cc1ccc(C2NC(=O)c3ccccc3O2)cc1 (configuration not stated) | -3% | -1% | 13 | -2 | ? | 1%
O=C(N/N=C/c1ccccn1)c1ccncc1 | 4% | -6% | 97* | 52* | 39% | 38%[activator]
CN(C)S(=O)(=O)c1ccc(/C(O)=C2/C(=O)C(=O)N(Cc3cccnc3)C2c2ccncc2)cc1 (configuration not stated) | ? | 2% | -2 | 1 | . | 93%[activator]
Cc1ccc(OCC(=O)N2CCCCCC2)c(C)c1 | 9% | 8% | 37 | 10* | . | 24%
O=C(CN1C(=O)c2ccccc2S1(=O)=O)NCCSC1CCCCC1 | -1% | 4% | -7 | -1 | . | 18%
O=C1C(Cl)=C(NCCc2ccccc2)C(=O)N1CCc1ccccc1 | -3% | 7% | 9 | 6 | ? | .
COc1ccc(NC(=O)CSc2nc3ccccc3nc2N2CCCC2)cc1Cl | -4% | -17% | -2 | -2 | 4% | ?
CSCCC(NC(=O)COc1ccccc1)C(=O)OCC(=O)c1ccccc1 (configuration not stated) | 9% | . | . | . | -4% | 26%
C#CCOCCOCCOCCNc1nc(N2CCN(C(=O)[C@H](Cc3ccc(O)cc3)n3cc([C@@H](N)C(C)CC)nn3)CC2)nc(N2CCN(C(=O)[C@H](CCCCN)n3cc([C@@H](N)CO)nn3)CC2)n1 (some centres not stated) | -2% | -3% | -10 | -2 | 4% | 31%[activator]
COCCn1c(-c2ccc(C#N)cc2)nc2c1c(=O)[nH]c(=O)n2Cc1ccccc1 | -5% | 0% | -7 | -3 | ? | -17%
NC(=O)c1cccnc1Oc1ccc(Cl)cc1Cl | 4% | 0% | 8 | 2 | 22% | 39%[activator]
(cont.)
SMILES | Sm TGR inh | Giardia FBPA inh | Shiga inhibitor | CHX counter | Pf growth 96h | Pf growth 48h
Cc1ccc(-c2csc(NCCn3c(C(F)(F)F)nc4ccccc43)n2)cc1 | 0% | 0% | 13 | -2 | ? | ?
CCNC(=O)COC(=O)c1ccc(-n2nc(C)cc2C)cc1 | 7% | 8% | 9 | -1 | 25% | -5%
CS/C(=N\S(=O)(=O)c1cccs1)Nc1ccc(F)c(Cl)c1 | -1% | -13% | -13 | -1 | 4% | 1%
CC(C)c1ccc(N2C(=O)C(Cl)=C(N3CCOCC3)C2=O)cc1 | 2% | -13% | -6 | -6 | 3% | -12%
CC1(C)CC(CCC(=O)NC(=S)Nc2ccccc2Cl)C(=O)O1 (configuration not stated) | -28% | -7% | -6 | 6 | -1% | 11%
CC(CN1CCN(C)CC1)OC(=O)c1ccccc1Cl (configuration not stated) | 0% | -10% | -7 | 5 | 11% | 2%
COc1ccc(OCCC(=O)NCc2ccccc2)cc1 | 9% | 6% | 3 | 1 | . | 1%
O=C(/C(=N\Nc1ccccc1)Sc1nnnn1-c1ccccc1)c1ccccc1 | -7% | -2% | 5 | 8 | 7% | -11%
CC/C(=N\NC(=O)Nc1nonc1N)c1ccc(OC)c(OC)c1 | -1% | -3% | 23 | -1 | 16% | 9%
Cc1cccc(C=Nc2ccc3c(c2)oc2ccccc23)c1O | -5% | -3% | 98* | 62* | -30% | 51%[activator]
Nc1nc(-c2cccnc2)nn1C(=O)c1ccco1 | 8% | -5% | 29 | -3 | . | 12%
CN1CCN(Cc2nc(Cc3cccc(F)c3)no2)CC1c1ccccc1 (configuration not stated) | 1% | -2% | -2 | -2 | 0% | -3%
COc1ccc(-c2[nH]c3ccccc3c2SCCNC(=O)c2ccccc2)cc1 | 3% | -5% | 5 | 3 | ? | -12%
CCn1c(=O)[nH]c2ccccc2c1=O | -18% | 8% | -2 | 2 | 56%[activator] | -7%
O=S(=O)(c1cccs1)N1CCN(CCc2ccccc2)CC1 | -22% | 13% | -2 | -1 | 3% | 2%
CC(C)NC(=O)C(OC(=O)c1ccccc1)C(OC(=O)c1ccccc1)C(=O)O (configuration not stated) | 7% | 6% | -13 | -3 | ? | ?
CC1(C)Cc2c(sc(NC(=O)c3ccc4c(c3)OCCO4)c2C(N)=O)C(C)(C)N1 | -4% | . | -4 | -3 | -7% | 3%
C=CCOC(=O)C(C#N)c1nc2ccccc2nc1N1CCN(c2ccccc2OC)CC1 (configuration not stated) | -2% | -13% | 3 | -2 | 8.3µM* | 5.9µM*
C=CCn1c(SCCN2CCCC2)nc2c([nH]c3ccccc32)c1=O | 4% | -6% | 3 | -6 | -26% | -34%
CCN(CC)S(=O)(=O)c1ccc(N2CCOCC2)c(NC(=O)C2COc3ccccc3O2)c1 (configuration not stated) | -17% | -11% | 5 | 4 | -16% | 12%
COc1ccc(NS(=O)(=O)c2c(C)[nH]c(C)c2C(=O)N2CCCCC2)cc1Cl | 0% | ? | -8 | 8 | ? | 18%
Cc1cccc(COC(=O)C(Cc2ccccc2)NC(N)=O)c1 (configuration not stated) | 5% | 7% | -9 | -2 | 7% | 9%
CC1=C(C(=O)Nc2ccc(Br)cc2)C(c2ccco2)NC(=O)N1 (configuration not stated) | -26% | 1% | -21 | -3 | ? | .
COc1ccc(C(=O)NCC(C)CN(C)C)cc1 (configuration not stated) | -2% | 0% | -16 | -3 | . | 23%

Retrieved one by one from the list above, six records:
SMILES | Sm TGR inh | Giardia FBPA inh | Shiga inhibitor | CHX counter | Pf growth 96h | Pf growth 48h
CC(C)c1ccc(N2C(=O)C(Cl)=C(N3CCOCC3)C2=O)cc1 | 2% | -13% | -6 | -6 | 3% | -12%
CN1CCN(Cc2nc(Cc3cccc(F)c3)no2)CC1c1ccccc1 (configuration not stated) | 1% | -2% | -2 | -2 | 0% | -3%
Nc1nc(-c2cccnc2)nn1C(=O)c1ccco1 | 8% | -5% | 29 | -3 | . | 12%
Cc1cccc(COC(=O)C(Cc2ccccc2)NC(N)=O)c1 (configuration not stated) | 5% | 7% | -9 | -2 | 7% | 9%
CCN(CC)S(=O)(=O)c1ccc(N2CCOCC2)c(NC(=O)C2COc3ccccc3O2)c1 (configuration not stated) | -17% | -11% | 5 | 4 | -16% | 12%
CS/C(=N\S(=O)(=O)c1cccs1)Nc1ccc(F)c(Cl)c1 | -1% | -13% | -13 | -1 | 4% | 1%

Screening results deposited in PubChem BioAssay by National Center for Advancing Translational Sciences (NCATS).
